14-3-3g Raf: modulators of 14-3-3 gamma protein binding, primary screen, biochemical, fluorescence polarization. FP, 14-3-3gamma / TMR-pS259-Raf peptide binding. 160,000 compounds, 0.19% hits. inhibition, % at 40 µM. 14-3-3 protein gamma (Homo sapiens), P61981; in the data active = inhibition above about 30%;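 note: 0% = protein plus tracer without compound and 100% = blank with tracer alone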
Target sequence (P61981 whole entry, looked up): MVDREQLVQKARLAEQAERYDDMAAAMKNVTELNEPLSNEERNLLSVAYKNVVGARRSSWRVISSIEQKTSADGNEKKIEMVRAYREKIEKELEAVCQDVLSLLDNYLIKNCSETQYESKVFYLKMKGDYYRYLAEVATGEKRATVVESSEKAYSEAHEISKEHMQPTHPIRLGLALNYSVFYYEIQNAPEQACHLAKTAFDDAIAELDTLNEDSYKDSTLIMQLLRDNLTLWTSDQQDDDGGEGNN
An asterisk follows results filed as active; & = joins results of further samples. These rows are one share of the data (hit frequency here may not be typical).

#	compound	14-3-3g Raf
1	COc1ccc(S(=O)(=O)N2CCC(C(=O)N3CCOCC3)CC2)cc1OC	-3&-8
2	Cc1c(Br)cc(-c2nnco2)cc1Br	-5
3	CCCc1ccc(Oc2cn[nH]c2-c2ccc(O)cc2O)cc1	-2
4	COc1ccc(Br)cc1CNCc1ccc(OC)c(OC)c1	-2
5	Cc1c(NC(=O)Cn2cnc3c(=O)n(C)c(=O)n(C)c32)cccc1-c1nc2ccccc2o1	-24
6	CN(C)S(=O)(=O)c1ccc(/C(O)=C2\C(=O)C(=O)N(CCN3CCCCC3)C2c2ccccc2)cc1 (stereo not drawn)	8
7	Cc1onc(-c2ccccc2Cl)c1C(=O)Nc1ccc(CN2CCCC2)cc1	-2
8	CC(=O)NC1C(=O)N=C(SCC(=O)NCc2ccccc2)NC1=O (stereo not drawn)	-12
9	Cc1ccc(S(=O)(=O)Nc2ccccc2C(=O)Nc2sc3c(c2C#N)CC(C)CC3)cc1 (stereo not drawn)	-18
10	CCn1c2ccccc2c2cc(CN3CCN(CC4CC5C=CC4C5)CC3)ccc21 (stereo not drawn)	1
11	COc1cc(NC2=CC(=O)CC(C)(C)C2)cc(OC)c1OC	3
12	CC1=NN(C(=O)c2ccc(O)cc2)C(O)(c2ccc(Cl)cc2)C1 (stereo not drawn)	-2
13	Cc1cc(N)cc(N)c1NC(=O)c1ccc(N)cc1	-197
14	Cc1nc2sc3c(c2c(=O)o1)CCCC3	-5
15	COc1ccc(C(=O)Nc2ccc3nc(N4CCN(C)CC4)cc(C)c3c2)cc1OC	-17
16	COc1cc(NS(=O)(=O)c2ccc(N)cc2)nc(OC)n1	3
17	COC(=O)C1=C(C)NC2=C(C(=O)CC(c3ccc(Cl)cc3)C2)C1c1ccc(OC)cc1 (stereo not drawn)	3
18	CCOCCCNC(=O)c1ccc2c(c1)N(C)C(=O)c1ccccc1S2	-2
19	Cc1c(C(=O)N2CCN(c3cccc(Cl)c3)CC2)sc2nc(-c3ccccc3)cn12	2
20	O=C1C2CCCN2C(c2cccc(F)c2)N1c1cccc(Cl)c1 (stereo not drawn)	0
21	CCCC(=O)Nc1sc2c(c1C#N)CCC(C)C2 (stereo not drawn)	-11
22	Cc1ccc(SCCNS(C)(=O)=O)cc1	13
23	Cn1cnc(S(=O)(=O)N2CCc3ccccc32)c1	-7
24	COc1ccc(C(=O)NC2=C(C#N)CCC2)cc1OC	-7
25	O=C(c1ccco1)N(CC1CCCO1)c1nc(-c2ccccc2)cs1 (stereo not drawn)	-7
26	CC(=Nc1cccc(O)c1)c1sc2ccccc2c1O	4
27	Cc1cc(C)cc(Nc2ncc3c(n2)CCCC3=O)c1	-10
28	Cc1cccc(C)c1Nc1ncnc(N)c1[N+](=O)[O-]	-4
29	CCN(CC)c1nc2ccccc2c(N)c1-c1ccccc1	-5
30	CS(=O)(=O)N1Cc2ccccc2CC1C(=O)Nc1ccccc1C(N)=O (stereo not drawn)	-1
31	Cc1ccc(-c2nc3cc(NCc4ccc5c(c4)OCO5)ccc3o2)cc1	-5
32	CCOC(=O)c1cc2c(=O)n3ccccc3nc2n(CCCOC)c1=NC(=O)c1ccccc1F	2
33	O=c1c2c(n3nnnc3n1Cc1ccccc1)-c1ccccc1CC21CCCC1	-5&-3
34	COc1cc([C@H]2[C@@H]3CCCC[C@]3(O)CCN2Cc2ccccc2F)ccc1O	-7
35	CN(C)Cc1c(O)ccc2occ(C(=O)c3ccccc3)c12	6
36	CCOC(=O)c1sc(NC(=O)c2cc(-c3ccc(Br)cc3)on2)c(C(=O)OCC)c1C	-9
37	COC(=O)C(C)Sc1nnc(Cc2cc(=O)[nH]c(=O)[nH]2)n1-c1cccc(OC)c1 (stereo not drawn)	-4
38	CCc1ccc(CNC(=O)C2CCCN(S(C)(=O)=O)C2)cc1 (stereo not drawn)	-7
39	CN(C)/C=N/c1sc2c(c1C#N)CCC2	-4
40	CCOc1ccc(C(=O)Nc2ccc(S(=O)(=O)N3CCOCC3)cc2)cc1OCC	-6
41	Oc1ccc(-c2nc3ncccn3c2Nc2ccc(Cl)cc2)cc1	-8
42	COC(=O)c1ccc(N=Cc2ccc(OC(=O)c3cccc4ccccc34)cc2)cc1	-6
43	CCN(CC)C(=O)C(C)OC(=O)COc1ccc(Cl)cc1C (stereo not drawn)	-6
44	O=C(COc1ccccc1)NCc1n[nH]c(=S)n1-c1ccc(F)cc1	-1
45	Nc1c(C(=O)NC2CCCCC2)ccc2c1C(=O)c1ccccc1C2=O	-49
46	Cn1c(=O)c(=O)n(C)c2cc(S(=O)(=O)NC3CCCCCC3)ccc21	-2
47	CC(C)C12C=CC(C)(CC1)C1C(=O)N(c3cccc(Cl)c3)C(=O)C12 (stereo not drawn)	-9
48	CCOC(=O)c1ccc(N2C(=O)C3C(C2=O)C(C(=O)c2ccc(Cl)cc2)N2CCCC32)cc1 (stereo not drawn)	-26
49	Cc1[nH]c(=O)[nH]c(=O)c1S(=O)(=O)N1CCN(c2cccc(Cl)c2)CC1	-7
50	O=C(Nc1ccc2c(c1)CCC2)c1cc(S(=O)(=O)N2CCCCC2)ccc1Cl	-8
51	CCOC(=O)c1ccc(Nc2ncc([N+](=O)[O-])cc2[N+](=O)[O-])cc1	-7
52	CSc1nc2ccc(N=Cc3cccc([N+](=O)[O-])c3)cc2s1	-1
53	CSc1c(C(=O)Nc2ccccc2C)ccc2c1C(=O)c1ccccc1C2=O	-3
54	CCOC(=O)c1sc(C)c2c1NC(c1ccc(Cl)cc1)N(C1CCCCC1)C2=O (stereo not drawn)	-10
55	CC(=O)c1ccccc1OCCCN1CCCCC1	0
56	CC1=C(C(=O)Nc2cc(C(F)(F)F)ccc2Cl)C(c2ccccc2)C2=C(CC(C)(C)CC2=O)N1 (stereo not drawn)	-6
57	COc1cc(OC)c(-c2nc3cnccc3n2C)cc1OC	-1
58	Cc1ccc(C2C(=O)N(C3CCC(C)CC3)CC(=O)N2Cc2ccccc2Cl)cc1 (stereo not drawn)	-2
59	COc1ccc(CN2C(=O)[C@@H]3C(c4ccc(F)cc4)=NO[C@@H]3C2=O)cc1	-1
60	NC(N)=NC(=O)c1nc(Cl)c(N2CCCCCC2)nc1N	-11

Sorted by heavy-atom count (ascending): 3 of the compounds above
#	compound	14-3-3g Raf
35	CN(C)Cc1c(O)ccc2occ(C(=O)c3ccccc3)c12	6
59	COc1ccc(CN2C(=O)[C@@H]3C(c4ccc(F)cc4)=NO[C@@H]3C2=O)cc1	-1
58	Cc1ccc(C2C(=O)N(C3CCC(C)CC3)CC(=O)N2Cc2ccccc2Cl)cc1 (stereo not drawn)	-2

The list continues.
#	compound	14-3-3g Raf
61	Cc1cc(-c2nn3c(-c4ccccc4)nnc3s2)c2ccccc2n1	-10
62	O=C(CN1c2cccc3cccc(c23)S1(=O)=O)N1CCOCC1	-3
63	COc1ccc(C2SCC(=O)N2CCc2ccc(OC)c(OC)c2)c(OC)c1 (stereo not drawn)	-1
64	CCSc1nc2c([nH]c3ccccc32)c(=O)n1C	4
65	COc1cccc(NS(=O)(=O)c2cc(C(=O)N3CC(C)CC(C)C3)ccc2NCc2ccc(F)cc2)c1 (stereo not drawn)	-1
66	COc1ccc(C2C(C(=O)N3CCOCC3)CCC(=O)N2c2ccc(OC)cc2)cc1 (stereo not drawn)	-8&-1
67	Cc1ccc(Sc2c(C)nn(C(C)(C)C)c2OC(=O)Cc2ccccc2)cc1	-5
68	CCOC(=O)N1CCN(C(=O)c2ccc3nc(C)sc3c2)CC1	2
69	Cc1ccc(-n2c(C)nc3oc4ccccc4c(=O)c3c2=O)cc1	-39
70	O=C(c1cccs1)N1CCn2c1nc1ccccc12	-9&-2
71	COc1ccc(OC)c(NC(=O)c2cc3cc4ccc(OC)cc4nc3o2)c1	17
72	Cc1nn(C)cc1CNC(=O)C1C2CCC(O2)C1C(=O)O (stereo not drawn)	4&-8
73	O=C(NCc1ccccc1)N1CCn2c(nc3ccccc32)C1	-2
74	CCCC(=O)Nc1cc(=O)n(C)c(=O)n1C	-2
75	COCCCn1c(=N)c(C(=O)NCCc2ccccc2)cc2c(=O)n3ccccc3nc21	-8
76	Cc1ccc(C2CC(c3ccc(Br)cc3)Nc3nc(N)nn32)cc1 (stereo not drawn)	0
77	COc1cc(C2CC(=O)c3cnc(NC(C)=O)nc3C2)cc(OC)c1OC (stereo not drawn)	-8
78	CC(=O)N1CCc2cc(S(=O)(=O)NC(CC(C)C)C(=O)Nc3nccs3)ccc21 (stereo not drawn)	-18
79	O=C(C1CCCCC1)N1CCC(c2nc3ccccc3[nH]2)CC1	1
80	O=c1[nH]c2ccc(S(=O)(=O)N(CCc3ccccc3)Cc3ccccc3)cc2[nH]c1=O	-26
81	CC1=NN(C(=O)c2ccccc2Cl)C(O)(C(F)(F)F)C1 (stereo not drawn)	-2
82	CC1CCN(CCCNC(=O)c2cc(-c3ccccn3)nc3ccc(S(=O)(=O)N4CCOCC4)cc23)CC1	-6
83	CC(C)c1ccc(NS(=O)(=O)c2cn(C)c(=O)n(C)c2=O)cc1	-4
84	CN(C(=O)NC(=O)C1=C(N2CCOCC2)/C(=C/c2ccccc2)CC1)S(C)(=O)=O	-8
85	Cc1cccc2c1NC(=O)C2(O)CC(=O)c1ccc(C(C)C)cc1 (stereo not drawn)	0
86	Nc1ccc(C(=O)N2N=C(C(F)(F)F)CC2(O)c2ccc(Br)cc2)cc1 (stereo not drawn)	6
87	CCOC(=O)CSC1=C(C#N)C(c2ccc(Cl)cc2)C(C(=O)OC)C(=O)N1 (stereo not drawn)	-2
88	COc1ccccc1NC(=O)COc1ccc(CO)cc1Cl	-1
89	Cc1ccc(S(=O)(=O)Cc2ccc(C(=O)NCCCN3CCCC3=O)o2)cc1	-10
90	O=C(Nc1cc(Oc2ccccc2)cc([N+](=O)[O-])c1)c1nn2c(c1Cl)NC(c1ccccc1)CC2C(F)(F)F (stereo not drawn)	4

Reformatted with the structure last: entries from further up
nr	14-3-3g Raf	Structure
4	-2	COc1ccc(Br)cc1CNCc1ccc(OC)c(OC)c1
20	0	O=C1C2CCCN2C(c2cccc(F)c2)N1c1cccc(Cl)c1 (stereo not drawn)
88	-1	COc1ccccc1NC(=O)COc1ccc(CO)cc1Cl
85	0	Cc1cccc2c1NC(=O)C2(O)CC(=O)c1ccc(C(C)C)cc1 (stereo not drawn)
27	-10	Cc1cc(C)cc(Nc2ncc3c(n2)CCCC3=O)c1
24	-7	COc1ccc(C(=O)NC2=C(C#N)CCC2)cc1OC
60	-11	NC(N)=NC(=O)c1nc(Cl)c(N2CCCCCC2)nc1N

New compounds follow.
#	compound	14-3-3g Raf
91	COC(=O)c1cc2nc(-c3ccc(OC)cc3)cc(C(F)(F)F)n2n1	-3
92	CCOc1ccc(-n2nc3ccc(NC(=O)c4ccc(OC)c(OC)c4)cc3n2)cc1	-17
93	O=C(CSc1nc2c(cnn2-c2ccccc2)c(=O)[nH]1)Nc1ccc(F)cc1	13
94	CC(C(=O)c1ccccc1)C1(O)C(=O)N(C)c2ccccc21 (stereo not drawn)	4
95	CC1CCCCN1C(=O)CSc1nnc(-c2ccccc2F)o1 (stereo not drawn)	-9
96	CNc1sc(C(=O)c2cccs2)c(N)c1-c1nc2ccccc2s1	-5
97	CC(C)c1ccc(NC(=O)C2C3C=CC4(O3)C2C(=O)N(Cc2ccc(Cl)cc2)C4C(=O)NC2CCCCC2C)cc1 (stereo not drawn)	1
98	CCN(CC)CCn1c(=S)[nH]c2cc(C(=O)OC)ccc2c1=O	-16
99	CC1CC(C)CN(S(=O)(=O)c2ccc(C(=O)Nc3sc4c(c3C(N)=O)CCCC4)cc2)C1 (stereo not drawn)	-4
100	Cc1ccc(C2NC(=O)Cc3ccccc32)cc1 (stereo not drawn)	-2
101	COc1ccc(CN2CCC(N3CCCC(C)C3)CC2)c(OC)c1 (stereo not drawn)	-10
102	COc1ccc(C2CC(=O)C3=C(C2)Nc2ccccc2N(C(=O)C(F)(F)F)C3c2ccc(F)cc2)cc1 (stereo not drawn)	2
103	CCCOc1ccc(N2C(=O)CC(N3CCCCC3)C2=O)cc1 (stereo not drawn)	-3
104	Cc1ccc(NC(=O)c2ccc([N+](=O)[O-])cc2SCc2ccccc2)cc1	5
105	CCn1cc(C(=O)NCc2ccccn2)c(=O)c2cc(F)c(N3CCN(C)CC3)cc21	-7
106	CC(CN1CCN(C)CC1)OC(=O)c1ccc(Cl)cc1Cl (stereo not drawn)	-7
107	Cc1ccc(N2C(=O)CC(Sc3nc4c(cc3C#N)CCC4)C2=O)cc1 (stereo not drawn)	-34
108	O=C(CSc1ncn[nH]1)Nc1ccccc1Br	-17
109	CC1=CC(C)(C)N(C(=O)NC2CCCCC2)c2ccc(C)cc21	-6
110	COC(=O)c1c(NC(=O)COc2ccccc2C)sc2c1CCC(C)C2 (stereo not drawn)	-4
111	CC(C)C1N=C2c3ccccc3N=C(SCc3ccccc3F)N2C1=O (stereo not drawn)	-1
112	COc1ccc(C2(CCNCc3ccc(OC)c(OC)c3)CCOC(C)(C)C2)cc1 (stereo not drawn)	-6
113	O=C1CSC(=S)N1Cc1cccnc1	-173
114	CCCCn1c(NC(=O)c2ccccc2)nc2ccccc21	-1
115	CCOC(=O)C(=O)N1c2ccccc2C(C)(c2ccccc2)CC1(C)C (stereo not drawn)	-2
116	CSc1nsc(SC)c1C#N	-4
117	Cc1ccc(OC(=O)CCC(=O)Nc2ccc(S(=O)(=O)Nc3cc(C)on3)cc2)cc1	5
118	O=C(CN1C(=O)CCC1=O)Nc1ccc2c3c(cccc13)CC2	-4
119	O=C(Nc1ccc(S(=O)(=O)Nc2cnc3ccccc3n2)cc1)c1ccccc1F	-6
120	CC1=C(C(=O)OCCc2ccccc2)C(c2ccccc2OC(C)C)CC(=O)N1 (stereo not drawn)	-6
121	CCOC(=O)c1c(NC(=O)COc2ccc(F)cc2)sc(C(C)=O)c1C	-18
122	C1=CC2c3ccccc3NC(c3ccncc3)C2C1 (stereo not drawn)	-23
123	Cc1ccc(C2/C(=C(\O)c3ccc(F)cc3)C(=O)C(=O)N2CCCn2ccnc2)cc1 (stereo not drawn)	-4
124	CCOc1ccc(NC(=O)CN2CCC(NC(=O)C3CCCCC3)CC2)cc1	-1
